C diff HTS: C. difficile growth inhibitors, primary screen, HTS | Clostridium difficile clinical isolate growth, OD600, 24 h; hits give low values | growth activity, negative = inhibition, % at 16 µg/mL (by protocol) | actives 0.25% (n = 86,000);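 active means mean growth activity at or below -80% and every replicate also at or below -80%; inconclusive means mean at or below -80% but some replicate above -80%; inactive means mean growth activity above -80%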;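 further: 0% = DMSO wells and -100% = levofloxacin 16 µg/mL wells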
Pf Dd2 growth: P. falciparum Dd2 growth inhibitors, primary screen, SYBR Green fluorescence, single dose replicates. activity change, % at 10 µM. actives 2.3% (n = 94,000). 72 h; hits give low values; in the data active means activity change below about -80%; inconclusive means no clear call, values can overlap the other calls
Tcruzi prolif: T. cruzi intracellular proliferation inhibitors, primary screen, cell-based, beta-gal Tulahuen parasites, NIH3T3 host, luminescence; AID 624255, 2012; inhibition, % at 8.34 µM; T. cruzi beta-gal in NIH3T3, GalScreen luminescence, 90 h; actives 5.9% (n = 77,000);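 active means mean inhibition above about 93%, with at least 55% of replicates each passing it, limit read from the data, passing the limit was not always enough; inconclusive means only one of those two conditions holds; inactive means neither condition holds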
GASC1 inh: inhibitors of GASC-1 (KDM4C) histone demethylase, primary screen, biochemical, single concentration HTS. Lysine-specific demethylase 4C (Homo sapiens), Q9H3R0. GST-KDM4C 2-372, H3K9me3 peptide, LANCE TR-FRET. inhibition, % at 12.5 µM. actives 0.15% (n = 96,000). AID 720574, 2013;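 active means mean replicate inhibition above about 25%, with at least 55% of replicates also reaching it, limit read from the data, passing the limit was not always enough; inconclusive means only one of those two conditions met; inactive means neither condition met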
Target sequence (Q9H3R0 2-372 limits assumed): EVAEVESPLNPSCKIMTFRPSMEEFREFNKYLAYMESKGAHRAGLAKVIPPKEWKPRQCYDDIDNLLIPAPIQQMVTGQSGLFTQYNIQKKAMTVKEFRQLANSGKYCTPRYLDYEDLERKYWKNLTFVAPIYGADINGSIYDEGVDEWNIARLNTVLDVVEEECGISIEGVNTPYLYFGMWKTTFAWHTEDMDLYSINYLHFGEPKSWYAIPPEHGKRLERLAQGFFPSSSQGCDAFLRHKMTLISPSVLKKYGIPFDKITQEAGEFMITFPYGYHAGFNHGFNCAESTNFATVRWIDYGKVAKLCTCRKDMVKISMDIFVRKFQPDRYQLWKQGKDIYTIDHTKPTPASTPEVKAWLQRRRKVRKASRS
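Compound: one test concentration per compound; Material: GST-GASC-1 enzyme fragment 2-372; Amount: GASC-1 enzyme at 10 nM final in reaction; Also added: H3K9me3 peptide substrate, Fe(II), 2-oxoglutarate; Technique: LANCE TR-FRET; Times: 30 min demethylation and 1 h detection at room temperature.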
* hit, by the source's call; & = joins results of further samples.

`CCNC(=O)Nc1ccc2c(c1)C(=O)N(C)[C@H]1CC[C@H](CC(=O)NCCN3CCCC3)O[C@H]1CO2` gave C diff HTS -4, Pf Dd2 growth -3, Tcruzi prolif -5 and GASC1 inh 0.6.
Cc1ccc(S(=O)(=O)Nc2ccc3c(c2)C(=O)N([C@H](C)CO)C[C@H](C)[C@H](CN(C)C(=O)Cc2ccccc2)OCCCC[C@@H](C)O3)cc1 was read as Pf Dd2 growth -33 and GASC1 inh -0.2.
For C[C@@H]1CCCCO[C@@H](CN(C)C(=O)c2ccccc2)[C@@H](C)CN([C@H](C)CO)C(=O)c2cc(NC(=O)CCC(F)(F)F)ccc2O1 the results were C diff HTS -4, Pf Dd2 growth 2, Tcruzi prolif -17 and GASC1 inh 1.5.
CO[C@H]1CN(C)C(=O)c2ccc(NC(=O)NC(C)C)cc2OC[C@@H](C)N(C(=O)CC2CC2)C[C@@H]1C was read as C diff HTS -1, Pf Dd2 growth 4, Tcruzi prolif 25 and GASC1 inh -1.3.
`Cc1ccc(-c2ccc([C@H]3[C@@H](CO)N4C(=O)CN(C(=O)Cc5ccccn5)C[C@@H]34)cc2)cc1` gave C diff HTS 10, Pf Dd2 growth 6 and GASC1 inh -2.5.
For C[C@@H]1CN([C@@H](C)CO)C(=O)c2cccc(NC(=O)c3ccncc3)c2O[C@@H]1CN(C)Cc1ccc(-c2ccccc2)cc1 the results were C diff HTS 5, Pf Dd2 growth -36, Tcruzi prolif 58 and GASC1 inh -0.8.
`C[C@H]1CN([C@@H](C)CO)C(=O)c2cc(NC(=O)C3CCCCC3)ccc2O[C@H]1CN(C)S(=O)(=O)c1ccccc1` gave C diff HTS -5, Pf Dd2 growth -4, Tcruzi prolif 4 and GASC1 inh 5.7.
Screening CS(=O)(=O)N1CCCCN2[C@H](CO)[C@@H](c3ccc(C4=CCCC4)cc3)[C@H]2C1 returned C diff HTS -2, Pf Dd2 growth 13, Tcruzi prolif -45 and GASC1 inh 5.7.
Screening C[C@H](CO)N1C[C@H](C)[C@@H](CN(C)S(=O)(=O)c2ccccc2)Oc2ncc(C#Cc3ccccc3F)cc2C1=O returned C diff HTS -9, Pf Dd2 growth -52, Tcruzi prolif 120* and GASC1 inh -3.5.
Screening O=C(C[C@H]1CC[C@@H]2[C@H](COC[C@H](O)CN2Cc2nccs2)O1)NCc1ccc(-c2ccccc2)cc1 returned Pf Dd2 growth -9, Tcruzi prolif 42 and GASC1 inh -0.7.
C[C@@H]1CN([C@@H](C)CO)C(=O)c2cc(NC(=O)Nc3ccc(C(F)(F)F)cc3)ccc2O[C@@H]1CN(C)C(=O)Nc1ccc(C(F)(F)F)cc1 was read as C diff HTS -5, Pf Dd2 growth -28, Tcruzi prolif 37 and GASC1 inh -0.6.
For CCCNC(=O)N(C)C[C@@H]1Oc2ncc(C3=CCCC3)cc2C(=O)N([C@@H](C)CO)C[C@@H]1C the results were C diff HTS 2, Pf Dd2 growth -12 and GASC1 inh 2.7.
`O=C(C[C@@H]1CC[C@@H]2[C@H](COC[C@@H](O)CN2Cc2cc(F)cc(F)c2)O1)NC1CCCC1` gave C diff HTS -1&-5, Pf Dd2 growth -13, Tcruzi prolif 22 and GASC1 inh 11.
For CC(=O)N[C@H]1CC[C@H](CC(=O)NCc2ccc(Cl)cc2)O[C@H]1CO the results were C diff HTS 4, Pf Dd2 growth 21, Tcruzi prolif -9 and GASC1 inh -0.9.
`COc1ccc(S(=O)(=O)Nc2ccc3c(c2)C(=O)N([C@H](C)CO)C[C@@H](C)[C@H](CN(C)Cc2ccc(Cl)c(Cl)c2)OCCCC[C@@H](C)O3)cc1` gave Pf Dd2 growth -91*, Tcruzi prolif 23 and GASC1 inh -0.2.

A portion from the list above, as a working copy:
Screening O=C(C[C@H]1CC[C@@H]2[C@H](COC[C@H](O)CN2Cc2nccs2)O1)NCc1ccc(-c2ccccc2)cc1 returned Pf Dd2 growth -9, Tcruzi prolif 42 and GASC1 inh -0.7.
C[C@@H]1CN([C@@H](C)CO)C(=O)c2cc(NC(=O)Nc3ccc(C(F)(F)F)cc3)ccc2O[C@@H]1CN(C)C(=O)Nc1ccc(C(F)(F)F)cc1 was read as C diff HTS -5, Pf Dd2 growth -28, Tcruzi prolif 37 and GASC1 inh -0.6.
For CCCNC(=O)N(C)C[C@@H]1Oc2ncc(C3=CCCC3)cc2C(=O)N([C@@H](C)CO)C[C@@H]1C the results were C diff HTS 2, Pf Dd2 growth -12 and GASC1 inh 2.7.
`O=C(C[C@@H]1CC[C@@H]2[C@H](COC[C@@H](O)CN2Cc2cc(F)cc(F)c2)O1)NC1CCCC1` gave C diff HTS -1&-5, Pf Dd2 growth -13, Tcruzi prolif 22 and GASC1 inh 11.
For CC(=O)N[C@H]1CC[C@H](CC(=O)NCc2ccc(Cl)cc2)O[C@H]1CO the results were C diff HTS 4, Pf Dd2 growth 21, Tcruzi prolif -9 and GASC1 inh -0.9.
`COc1ccc(S(=O)(=O)Nc2ccc3c(c2)C(=O)N([C@H](C)CO)C[C@@H](C)[C@H](CN(C)Cc2ccc(Cl)c(Cl)c2)OCCCC[C@@H](C)O3)cc1` gave Pf Dd2 growth -91*, Tcruzi prolif 23 and GASC1 inh -0.2.

Later entries
C[C@H]1CN([C@@H](C)CO)C(=O)CCCn2cc(nn2)CO[C@H]1CN(C)CC1CCCC1 was read as Pf Dd2 growth -9, Tcruzi prolif -3 and GASC1 inh 0.7.
`C[C@H](CO)N1C[C@H](C)[C@@H](CN(C)C(=O)C2CC2)OCc2cnnn2CCCC1=O` gave C diff HTS -1, Pf Dd2 growth -2&-13, Tcruzi prolif 6&-28 and GASC1 inh 0.1.
C[C@H](CO)N1C[C@H](C)[C@H](CN(C)S(=O)(=O)c2cn(C)cn2)Oc2ncc(C#CC(C)(C)O)cc2C1=O was read as C diff HTS 6, Pf Dd2 growth -30, Tcruzi prolif 21 and GASC1 inh -1.1.
For C[C@@H]1CN([C@@H](C)CO)C(=O)c2cccc(NC(=O)c3nc4ccccc4s3)c2O[C@@H]1CN(C)CC1CC1 the results were C diff HTS -2, Pf Dd2 growth -6, Tcruzi prolif 36 and GASC1 inh 0.8.
For COc1ccc(S(=O)(=O)N(C)C[C@H]2OCCCC[C@H](C)Oc3ccc(NC(=O)Nc4ccccc4)cc3C(=O)N([C@H](C)CO)C[C@H]2C)cc1 the results were C diff HTS -2, Pf Dd2 growth inconclusive, Tcruzi prolif -12 and GASC1 inh 4.0.
`COCC#Cc1cnc2c(c1)C(=O)N([C@H](C)CO)C[C@H](C)[C@@H](CN(C)C(=O)c1cccc(F)c1)O2` gave C diff HTS -2, Pf Dd2 growth -38, Tcruzi prolif 57 and GASC1 inh 3.2.
For COc1ccc(NC(=O)N(C)C[C@H]2Oc3ccc(NC(=O)Nc4ccc(C(F)(F)F)cc4)cc3CC(=O)N([C@@H](C)CO)C[C@@H]2C)cc1 the results were C diff HTS 47, Pf Dd2 growth -75, Tcruzi prolif 2 and GASC1 inh 0.2.
O=C(C[C@H]1C=C[C@@H](NC(=O)CCN2CCCCC2)[C@H](CO)O1)Nc1nccs1 was read as Pf Dd2 growth 4, Tcruzi prolif 49 and GASC1 inh -0.2.
C[C@@H]1CCCCO[C@@H](CN(C)S(=O)(=O)c2ccc(Cl)cc2)[C@@H](C)CN([C@H](C)CO)C(=O)c2cc(NS(=O)(=O)c3cccs3)ccc2O1 was read as C diff HTS -4, Tcruzi prolif 69 and GASC1 inh -1.7.
For O=C(c1ccc(F)cc1)N1[C@H](CO)[C@H]2c3ccccc3NC[C@H]21 the results were C diff HTS -5, Pf Dd2 growth 3, Tcruzi prolif -6 and GASC1 inh 2.2.
Cc1ccc(S(=O)(=O)N[C@H]2C=C[C@@H](CC(=O)N3CCc4ccccc4C3)O[C@H]2CO)cc1 was read as C diff HTS 0, Pf Dd2 growth -17, Tcruzi prolif -40 and GASC1 inh 1.7.
Screening CNC[C@@H]1OCCCC[C@@H](C)Oc2ccc(NC(=O)Nc3ccc(F)cc3)cc2C(=O)N([C@H](C)CO)C[C@H]1C returned C diff HTS 3, Pf Dd2 growth 15, Tcruzi prolif 37 and GASC1 inh -1.1.
`CN(C)C(=O)C[C@@H]1C[C@H]2c3cc(NC(=O)NC4CCCC4)ccc3O[C@H]2[C@@H](CO)O1` gave C diff HTS 0, Pf Dd2 growth 10, Tcruzi prolif 3 and GASC1 inh -0.7.
`C[C@H](CO)N1C[C@H](C)[C@H](CN(C)C(=O)Nc2ccc(F)cc2)Oc2ncc(C#CCC3CCCC3)cc2C1=O` gave C diff HTS 12, Pf Dd2 growth 12, Tcruzi prolif 50 and GASC1 inh -1.2.
`CCCN(C)C[C@H]1OCCCC[C@@H](C)Oc2ccc(NS(=O)(=O)c3ccc(Cl)cc3)cc2C(=O)N([C@H](C)CO)C[C@@H]1C` gave C diff HTS -3, Pf Dd2 growth -14, Tcruzi prolif 85 and GASC1 inh -0.4.
`O=C(Nc1ccccc1F)N1C[C@@H]2[C@H](c3ccccc31)[C@H](CO)N2C(=O)c1ccc(F)cc1` gave C diff HTS 2, Pf Dd2 growth 2, Tcruzi prolif -17 and GASC1 inh -1.4.
`COc1ccc(CN(C)C[C@H]2Oc3ccc(NC(=O)Nc4c(C)noc4C)cc3CC(=O)N([C@@H](C)CO)C[C@@H]2C)cc1` gave C diff HTS 1, Pf Dd2 growth 11, Tcruzi prolif -15 and GASC1 inh 0.3.
Screening O=C([C@@H]1[C@@H](CO)[C@@H]2Cn3c(ccc(C4=CCCC4)c3=O)[C@H]1N2C(=O)c1ccncc1)N1CCOCC1 returned C diff HTS -4, Tcruzi prolif 13 and GASC1 inh 1.5.
O=C(c1ccc(F)cc1)N1CC(=O)N2[C@H](CO)[C@@H](c3ccc(C#CC4CCCCC4)cc3)[C@@H]2C1 was read as C diff HTS 1, Pf Dd2 growth -40 and GASC1 inh -0.6.
For C[C@@H]1CN([C@H](C)CO)S(=O)(=O)c2ccc(Br)cc2O[C@@H]1CN(C)C(=O)CN(C)C the results were C diff HTS -4, Pf Dd2 growth -11, Tcruzi prolif -73 and GASC1 inh -1.1.
For C[C@@H]1CCCCO[C@@H](CN(C)CC2CC2)[C@H](C)CN([C@@H](C)CO)C(=O)c2cc(NS(C)(=O)=O)ccc2O1 the results were C diff HTS -4, Pf Dd2 growth 36, Tcruzi prolif 43 and GASC1 inh -0.1.
C[C@H]1CN([C@@H](C)CO)C(=O)CCCn2cc(nn2)CO[C@H]1CN(C)Cc1cccc(C(=O)O)c1 was read as Pf Dd2 growth 7, Tcruzi prolif -18 and GASC1 inh -0.3.
C[C@@H]1CCCCO[C@H](CN(C)C(=O)Nc2ccc(F)cc2)[C@H](C)CN([C@H](C)CO)C(=O)c2cc(NS(=O)(=O)c3cn(C)cn3)ccc2O1 was read as C diff HTS 1, Pf Dd2 growth -25, Tcruzi prolif -37 and GASC1 inh 1.7.
For CN(C)C(=O)C[C@H]1CC[C@H]2[C@@H](COC[C@H](O)CN2S(=O)(=O)c2ccccc2)O1 the results were C diff HTS 3&-5, Pf Dd2 growth 20 and GASC1 inh -1.2.
Screening C/C=C/c1ccc([C@@H]2[C@H]3CN(Cc4ccc(C)cc4)CC(=O)N3[C@H]2CO)cc1 returned C diff HTS 4, Pf Dd2 growth -2 and GASC1 inh -0.5.
C[C@H](O)C#Cc1cnc2c(c1)C(=O)N([C@H](C)CO)C[C@@H](C)[C@@H](CN(C)C(=O)Nc1ccc(F)cc1)O2 was read as C diff HTS 0, Pf Dd2 growth 46 and Tcruzi prolif 4.
For O=C(CC(F)(F)F)N1C[C@H]2[C@@H](c3ccccc31)[C@H](CO)N2C(=O)Cc1ccccc1 the results were C diff HTS -5, Pf Dd2 growth 9, Tcruzi prolif 31 and GASC1 inh -2.8.
`CCCNC(=O)Nc1ccc2c(c1)OC[C@H](C)N(C(=O)C1CCC1)C[C@@H](C)[C@@H](OC)CN(C)C2=O` gave Tcruzi prolif 7 and GASC1 inh 0.0.
`C[C@H](CO)N1C[C@H](C)[C@@H](CN(C)Cc2cccc(F)c2)Oc2cc(-c3ccc(F)cc3)ccc2S1(=O)=O` gave C diff HTS 12, Pf Dd2 growth -58, Tcruzi prolif 69 and GASC1 inh 0.9.
O=C(C[C@H]1CC[C@@H]2[C@H](COC[C@@H](O)CN2Cc2nccs2)O1)NCc1ccc(-c2ccccc2)cc1 was read as Pf Dd2 growth -6, Tcruzi prolif 48 and GASC1 inh 1.0.
Screening COc1ccc2c3c(n(C)c2c1)[C@H](CO)N(C(=O)Nc1ccccc1F)CC31CN(C)C1 returned C diff HTS -11, Pf Dd2 growth -79 and GASC1 inh -0.3.
Screening Cc1ccc(S(=O)(=O)Nc2cccc3c2O[C@@H](CN(C)C(=O)Nc2ccc(F)cc2)[C@H](C)CN([C@@H](C)CO)C3=O)cc1 returned C diff HTS -12, Pf Dd2 growth -1, Tcruzi prolif 22 and GASC1 inh -0.6.

Screens from PubChem.

Hits appear at their usual frequency; about 7.3% have a hit in one of these screens.
